Compound activity from PubChem.
APJ antag = antagonists of human apelin receptor APJ, primary screen, CHO-K1 cells, beta-arrestin complementation, luminescence; inhibition, % at 20 µM; hit rate 0.32% among 330,000; AID 2521, 2010;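 active = inhibition above about 40% at 20 µM, limit read from the data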;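 also: cells challenged with 10 nM apelin-13 agonist together with compound; plate controls were apelin-13 plus DMSO wells for no effect and DMSO wells lacking apelin-13 for full effect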
CXCR6 block = CXCR6 receptor inhibitors, primary screen, cell-based, beta-arrestin, luminescence, CHO-K1 PathHunter, 1536-well; C-X-C chemokine receptor type 6 (Homo sapiens), O00574; inhibition, % at 20 µM; hit rate 0.36% among 360,000; AID 602244, 2012; in the data active = inhibition above about 34%, passing the limit was not always enough;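 also: antagonist mode with CXCL16 agonist at 10 nM final; 0% = 10 nM CXCL16 with DMSO and 100% = unstimulated wells without agonist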
Target sequence (O00574 whole entry, looked up): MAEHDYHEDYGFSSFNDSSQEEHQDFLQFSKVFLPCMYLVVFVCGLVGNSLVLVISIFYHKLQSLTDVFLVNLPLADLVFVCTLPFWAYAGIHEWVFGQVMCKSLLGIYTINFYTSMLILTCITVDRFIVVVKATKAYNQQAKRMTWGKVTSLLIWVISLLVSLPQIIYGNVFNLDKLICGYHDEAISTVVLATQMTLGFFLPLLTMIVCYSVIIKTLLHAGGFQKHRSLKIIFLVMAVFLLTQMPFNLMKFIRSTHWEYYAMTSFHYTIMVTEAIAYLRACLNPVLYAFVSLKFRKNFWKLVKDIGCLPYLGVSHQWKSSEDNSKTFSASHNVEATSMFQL
UBC13 polyUb = UBC13 polyubiquitin chain formation inhibitors, primary screen, biochemical, TR-FRET, uHTS | inhibition, % at 20 µM | Ubiquitin-conjugating enzyme E2 N (Homo sapiens), P61088 | AID 485273, 2010 | hit rate 0.47% among 330,000; in the data active = inhibition above about 45%, passing the limit was not always enough
Gli-Sufu block = Gli-Sufu pathway antagonists, primary screen, luciferase luminescence, Sufu-KO-LIGHT cells, uHTS | Sufu-KO-LIGHT fibroblasts, Gli luciferase reporter luminescence | inhibition, % at 5 µM | hit rate 0.74% among 340,000;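 active = inhibition above about 55%, limit read from the data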;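 also: 0% = DMSO-treated cells and 100% = wells with medium but no cells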
EBI2 antag = EBI2 receptor antagonists, beta-arrestin recruitment, primary screen, cell-based, luminescence, 7a,25-OHC stimulation, uHTS. G-protein coupled receptor 183 (Homo sapiens), P32249. 7a,25-OHC stimulated. inhibition, % at 5 µM. hit rate 0.81% among 360,000. AID 651636, 2012; in the data active = inhibition above about 38%;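 also: enzyme fragment complementation signal reports receptor beta-arrestin coupling in cells; 0% = agonist plus DMSO wells and 100% = wells without agonist; some results beyond the cut were filed as inactive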
Target sequence (P32249 whole entry, looked up, the tested form may be a part): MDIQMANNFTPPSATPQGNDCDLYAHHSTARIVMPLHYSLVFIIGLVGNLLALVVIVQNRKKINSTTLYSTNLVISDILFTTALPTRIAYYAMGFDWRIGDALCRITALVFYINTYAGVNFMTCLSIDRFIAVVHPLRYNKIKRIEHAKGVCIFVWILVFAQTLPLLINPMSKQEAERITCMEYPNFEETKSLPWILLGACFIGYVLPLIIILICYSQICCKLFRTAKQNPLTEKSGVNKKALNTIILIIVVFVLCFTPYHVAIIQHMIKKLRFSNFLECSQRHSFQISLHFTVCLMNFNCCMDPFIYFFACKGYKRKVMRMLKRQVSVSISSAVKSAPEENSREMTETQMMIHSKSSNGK
Jurkat NFkB inh = inhibitors of induced NF-kB luciferase reporter, primary screen, TCR NF-kB activation inhibitor project, cell-based, luminescence, uHTS; Jurkat, PMA/ionomycin-induced NF-kB luciferase reporter; hit rate 0.53% among 330,000; AID 435003, 2010; inhibition, % at 4 µM; in the data active = inhibition above about 50%
CCR6 antagonist = CCR6 receptor antagonists, primary screen, cell-based, CHO-K1, luminescence, beta-arrestin, uHTS; inhibition, % at 20 µM; hit rate 0.49% among 340,000; CHO-K1 CCR6 PathHunter beta-arrestin, CCL20-stimulated;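 active = compounds whose inhibition of the agonist-driven luminescence signal at 20 µM reaches about 50%, limit read from the data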;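 also: cells stimulated with CCL20 at 14 nM final; plate controls were DMSO with CCL20 for no effect and DMSO without agonist for full effect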
Target sequence (P51684 whole entry, looked up): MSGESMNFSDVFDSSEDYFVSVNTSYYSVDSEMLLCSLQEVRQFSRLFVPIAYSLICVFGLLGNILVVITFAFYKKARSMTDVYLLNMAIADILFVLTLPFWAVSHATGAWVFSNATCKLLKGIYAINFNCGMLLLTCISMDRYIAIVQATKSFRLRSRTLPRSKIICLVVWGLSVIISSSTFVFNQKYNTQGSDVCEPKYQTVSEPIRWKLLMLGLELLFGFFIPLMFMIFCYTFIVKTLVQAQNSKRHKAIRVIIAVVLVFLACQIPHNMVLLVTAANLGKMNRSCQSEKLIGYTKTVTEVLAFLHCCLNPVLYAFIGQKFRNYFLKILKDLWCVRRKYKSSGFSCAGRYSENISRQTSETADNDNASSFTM
697 NFkB inh = inhibitors of PMA/ionomycin-induced NF-kB reporter, 697 cells, primary screen, B-cell NF-kB inhibitor project, cell-based, luminescence, uHTS | hit rate 0.33% among 330,000 | 697 B-cell NF-kB luciferase reporter, 16 h | inhibition, % at 4 µM; in the data active = inhibition above about 35%
Numbers without * were called inactive; / = no result given.

Start of the listing, in advance:
mol	Gli-Sufu block	APJ antag	Jurkat NFkB inh	CCR6 antagonist	EBI2 antag	697 NFkB inh	CXCR6 block	UBC13 polyUb
CC1Cn2c(nc(=O)c3c2NCN(CCc2ccccc2)C3)S1 (stereo unspecified)	-5	16	-8	6	-1	-14	2	-7
CCOC(=O)N1CCN(Cc2nc3c(c(=O)n(C)c(=O)n3C)n2Cc2cccc(C)c2)CC1	10	11	6	9	4	1	1	-7

Results, repeating the preview:
mol	Gli-Sufu block	APJ antag	Jurkat NFkB inh	CCR6 antagonist	EBI2 antag	697 NFkB inh	CXCR6 block	UBC13 polyUb
CC1Cn2c(nc(=O)c3c2NCN(CCc2ccccc2)C3)S1 (stereo unspecified)	-5	16	-8	6	-1	-14	2	-7
CCOC(=O)N1CCN(Cc2nc3c(c(=O)n(C)c(=O)n3C)n2Cc2cccc(C)c2)CC1	10	11	6	9	4	1	1	-7
COc1ccccc1-c1cc(C(=O)Nc2cc(C)n(Cc3ccc(Cl)cc3)n2)no1	3	-8	2	13	52*	8	-6	-1
Cc1cccc(NC(=O)Cn2c([N+](=O)[O-])cnc2C)c1C	/	2	4	/	/	3	/	4
O=C(CSc1n[nH]c(=O)[nH]c1=O)Nc1ccc(Br)cc1Br	-6	8	2	7	-8	6	6	3
CNC(=O)c1cc(-c2ccc(Cl)cc2)n(-c2ccccc2)n1	-4	-10	-17	17	2	-4	0	-2
CCc1ccc(CN(C)Cc2nc(Cc3ccc(OC)c(OC)c3)no2)nc1	3	-8	4	-2	-1	10	4	10
O=C(O)COc1ccccc1C=NNc1ccc([N+](=O)[O-])cc1S(=O)(=O)Nc1ccc(Cl)cc1	1	35	-2	30	-2	-5	20	-66
C=CC[C@@H](CC(=O)N[C@H](CO)Cc1ccccc1)C(=O)N[C@@H](COC(=O)[C@H](CC=C)CC(=O)OC(C)(C)C)Cc1ccccc1	6	4	2	14	-4	-5	0	9
Cc1ccc2c(c1)CN1CN2Cc2cc(C)ccc21	10	-2	5	8	-5	-8	-6	6
CCOC(=O)C1C(c2ccc(O)c(OCC)c2)NC(=S)NC1(O)C(F)(F)F (stereo unspecified)	8	10	8	12	0	10	-9	6
COc1ccc(CCNC(=O)C2CCN(C(=O)c3ccccc3C)CC2)cc1	8	-10	-1	1	-1	17	7	2
CC1(C)[C@@H](O)CC[C@]2(C)C3C(O)C=C4[C@H]5C[C@@](C)(CO)CC[C@]5(C)CC[C@]4(C)[C@]3(C)CC[C@@H]12 (stereo partly specified)	3	-32	6	23	0	6	-3	-10
CCCCOc1ccc(Nc2cc(Cl)ccc2C(=O)O)cn1	-1	-1	6	-9	1	-13	8	-18
O=c1c(Cc2c(F)cccc2Cl)c(O)ccn1CCc1c[nH]c2ccccc12	-1	2	4	9	1	9	-3	19
CCOc1ccccc1CN1CCNC(=O)C1CC(=O)NCc1nc(C)cs1 (stereo unspecified)	-3	2	17	8	-1	12	-2	0
CCN(C(=O)c1cccnc1SC)C12CC3CC(CC(C3)C1)C2	-27	-2	11	22	7	6	-6	4
Cc1nnc(SC(C)C#N)n1-c1ccccc1 (stereo unspecified)	-13	4	-1	1	-7	1	7	4
CC(C)Cn1c(N)c(C(=O)COC(=O)c2ccc3c(c2)OCCO3)c(=O)n(C)c1=O	15	6	5	10	-8	-28	-11	5
Cc1cccc2c(N)c3c(nc12)N(C)CC3	5	-11	-6	14	-6	8	4	6
CC(C)CNC(=O)c1noc2c1CCCC2	-8	-7	-3	9	1	-1	1	-2
COc1ccc(OC)c(S(=O)(=O)n2ccc(C)n2)c1	-8	4	-2	-1	0	-3	23	4
CCN(CCNC(=O)C1CC(=O)N(CCc2ccccc2)C1)c1ccccc1 (stereo unspecified)	9	20	-12	4	13	10	5	-6
COc1ccc(C(C)=O)cc1CSc1nnnn1-c1ccc(O)cc1	7	-14	4	11	14	0	0	15
CCc1cccc(NC(=O)CCS(=O)(=O)c2cccc3nonc23)c1	4	-4	-10	20	0	-17	3	7
COC(=O)Nc1ccc(S(=O)(=O)N2CCN(C)CC2)cc1	12	6	16	6	-12	2	5	-7
COc1ccc(S(=O)(=O)N2CCOC2CNC(=O)C(=O)NCc2cccnc2)cc1OC (stereo unspecified)	-1	5	9	0	-4	15	10	-11
COc1ccc(C(=O)N2CCN(Cc3nc(CC4CC4)no3)CC2)cc1	-11	2	2	4	1	7	18	3
COc1cccc(Cn2nnc(C(=O)Nc3cc(C)ccc3OC)c2N)c1	10	-6	13	9	8	24	-7	22
O=C1NC(c2ccccc2)=NC1(NS(=O)(=O)c1ccccc1)C(F)(F)F (stereo unspecified)	5	2	-3	-5	-7	15	-3	7
O=C(Nc1ccc(Cl)cn1)c1ccc(COCC(F)(F)C(F)F)o1	-9	30	-10	1	-13	-4	-10	-5
O=C1c2cccnc2C(O)N1C1CCCCC1 (stereo unspecified)	2	5	-1	9	1	-1	1	0
O=C(Nc1ccc(S(=O)(=O)Nc2ncccn2)cc1)c1cccc(S(=O)(=O)N2CCCC2)c1	6	-4	-9	10	-5	20	-1	-2
O=c1c2ccccc2nc2n1CCN2Cc1ccc(Cl)cc1	9	-8	25	10	1	-61	-10	13
C=CCn1c(SCC(=O)NC2CCCCC2)nnc1-c1sc(N)nc1C	1	6	-7	-2	-12	-21	0	-8
CCN(CC)C(=O)c1[nH]cnc1C(=O)Nc1ccon1	-12	17	3	-3	9	8	0	6
O=C(N/N=C/c1cccc(O)c1)NC1CCCCC1	17	-10	-34	7	23	-11	6	-5
CC(C)CC1NC(=O)c2ccc(Cl)cc2-n2c1nc1ccc(F)cc1c2=O (stereo unspecified)	/	14	2	/	/	4	/	0
CCn1c(COc2ccc(=O)n(-c3ccccc3)n2)nnc1SCc1ccc(C)cc1	-9	5	9	2	2	3	2	2
CC1CN2C(c3ccc([N+](=O)[O-])cc3)=CSC2=N1 (stereo unspecified)	8	-3	0	1	6	2	-5	0
Cc1ccc(C)c(S(=O)(=O)N2CCCCC2CCNC(=O)C(=O)NCc2cccnc2)c1 (stereo unspecified)	4	19	20	3	1	2	5	0
CCCC1=C(C(=O)OCC)C(c2ccc(N(C)C)cc2)n2ncnc2N1 (stereo unspecified)	7	-9	1	7	1	8	0	3
COC(=O)C(NC(=O)c1ccccc1)(Nc1cc(C)cc(C)n1)C(F)(F)F (stereo unspecified)	4	-8	-5	5	-12	-4	-7	2
Cc1cccc(-c2nc(C#N)c(N3CCCCCC3)o2)c1	-36	1	-25	5	-6	-76	3	14
CON(c1nc(N(C)C)nc(N(C)C)n1)S(=O)(=O)c1ccccc1Cl	7	0	-7	4	-7	-13	-1	-2
COc1ccc(CN2C(=O)[C@@H]3Cc4c([nH]c5ccccc45)C(C)(C)N3C2=O)cc1	0	-8	10	-1	19	3	-3	15
COc1ccc2c(c1)c(C(C)=O)c(C)n2CCc1ccc(OC)c(OC)c1	-5	11	-3	11	11	13	0	10
O=C(CNS(=O)(=O)c1c(Cl)cccc1Cl)OCc1csc(-c2ccccc2)n1	-13	-8	-6	-2	-1	9	-14	5
CCCC(CCC)n1[nH]c(=O)c2c(C)cc(C)nc21	-8	2	-1	8	0	8	-6	3
Cc1cc(NC(=O)CN2CCCCC2)no1	-7	13	0	-2	4	-1	-2	5

Additional structures.
mol	Gli-Sufu block	APJ antag	Jurkat NFkB inh	CCR6 antagonist	EBI2 antag	697 NFkB inh	CXCR6 block	UBC13 polyUb
Cn1c(SCC(=O)Nc2ccccc2)nnc1C(F)(F)F	-9	5	1	8	-2	0	-4	1
CC(C)(C)N1CC(C(=O)O)CC1=O (stereo unspecified)	4	16	4	0	-2	17	1	-2
Cc1ccc(C(=O)N/C(=C\c2ccc3c(c2)OCO3)C(=O)Nc2ccc(C(=O)O)cc2)cc1	-9	10	13	10	-8	2	9	-15
Cc1cccc(C(=O)OCC(=O)Nc2ccccc2C(=O)NC2CC2)c1	-1	4	-6	8	-10	-1	10	10
S=C(N/N=C/c1ccccc1)N1CCOCC1	25	48*	-3	68*	-14	-4	41*	-8
CCOC(=O)Cn1c(O)c(N=NC(=O)OC)c2ccccc21	5	7	13	1	1	13	1	-12
Cc1ccccc1OCC(O)CN1CCC(C)CC1 (stereo unspecified)	3	7	2	-2	3	2	5	8
Cc1c(C(=O)N2CCN(C3CCS(=O)(=O)C3)CC2)oc2c(F)cccc12 (stereo unspecified)	-12	-22	7	13	1	9	7	-6
CN(Cc1cccc(F)c1)C(=O)c1ccc(NS(=O)(=O)c2ccc3[nH]c(=O)[nH]c3c2)cc1	-12	-6	8	4	-6	-3	4	-10
CCOC(=O)C1=C(C)N(CCCC(=O)O)C(=O)NC1c1ccc([N+](=O)[O-])cc1 (stereo unspecified)	10	10	12	6	-11	15	-3	-3
COc1ccccc1NS(=O)(=O)c1ccc(Cl)c(NC(=O)C(C)N2C(=O)c3ccccc3C2=O)c1 (stereo unspecified)	9	6	0	-1	-1	-13	1	1
COc1cccc(S(=O)(=O)Nc2noc3ccccc23)c1	/	-9	-23	-2	-4	3	-5	-4
Cc1noc(C)c1COC(=O)Cc1ccc(Cl)c(Cl)c1	3	16	9	17	5	6	6	9
CCC(C)(C)NC(=O)C1CC(=O)N(CCc2ccc(F)cc2)C1 (stereo unspecified)	-16	19	3	5	2	2	-10	3
Cc1cc(=O)n(Cc2ccccc2)c2ccccc12	-4	0	14	13	3	15	10	5
COc1ccc(C2=Nn3c(nnc3-c3ccccc3)SC2)cc1OC	-3	3	18	-1	-8	-5	-3	-1
Cc1c(C(=O)N2CCN(S(=O)(=O)c3ccccc3)CC2)oc2ccccc12	5	8	5	8	14	13	-5	-6
CCOc1ccc(NC(=O)c2c(NC(=O)CN3CCN(C)CC3)sc3c2CCC3)cc1	/	-14	-13	/	3	-8	12	12
CCCS(=O)(=O)c1c(S(=O)(=O)CCC)c2ccc(C(N)=O)cn2c1C(=O)c1ccc(OC)cc1	2	2	-6	9	7	-22	9	-12
O=C(COC(=O)c1ccc(Cl)cc1[N+](=O)[O-])NC(=O)c1ccccc1	5	3	2	-13	-3	-14	-11	-4
Cc1nc(NC(=O)c2ccccc2)sc1C1(C)CC(c2ccc(OC(F)(F)F)cc2)=NO1 (stereo unspecified)	/	-41	-17	/	/	-6	/	-32
COc1ccccc1C(=O)N/C(=C\c1ccc(Br)cc1)C(=O)N1CCCC1	-13	19	2	12	7	-10	-6	8
C=CCNC(=O)c1ccccc1NC(=O)c1ccccc1SC	2	13	5	3	4	2	-4	10
O=C(Nc1ccc(F)cc1F)N1CCCN(c2ccc(C(F)(F)F)cn2)CC1	7	-16	-3	12	-5	-32	8	5
Cc1ccc(C)c(NC(=O)CSc2nc3ccc(N4C(=O)c5ccccc5C4=O)cc3s2)c1	1	1	-1	16	4	11	3	9
O=C(CSCc1ccc(Cl)cc1Cl)Nc1ccc(O)cc1C(=O)O	-3	8	-3	3	2	9	-5	1
COC(CNC(=O)c1ccc(CS(=O)(=O)c2c(Cl)cccc2Cl)o1)OC	9	12	-12	0	-2	-8	6	-1
COc1ccccc1NC(=O)C(NC(=O)c1ccc(C)cc1)c1ccccc1 (stereo unspecified)	5	-11	8	23	-6	17	2	18
COC(=O)c1ccc(CSc2nnc(Nc3ccc(C)cc3)s2)o1	0	-30	-10	7	38*	-12	-5	5

3 structures out of the list, sorted by number of heavy atoms, ascending:
mol	Gli-Sufu block	APJ antag	Jurkat NFkB inh	CCR6 antagonist	EBI2 antag	697 NFkB inh	CXCR6 block	UBC13 polyUb
O=C(N/N=C/c1cccc(O)c1)NC1CCCCC1	17	-10	-34	7	23	-11	6	-5
CNC(=O)c1cc(-c2ccc(Cl)cc2)n(-c2ccccc2)n1	-4	-10	-17	17	2	-4	0	-2
CCN(CCNC(=O)C1CC(=O)N(CCc2ccccc2)C1)c1ccccc1 (stereo unspecified)	9	20	-12	4	13	10	5	-6

An unsorted share of the library; overall some 3% were active at least once.
